Screening data from PubChem.
G9a inh = qHTS Assay for Inhibitors of Histone Lysine Methyltransferase G9a; actives 8.8% (n = 350,000); AID 504332, 2011; Potency, µM (highest dose often 102 µM), for inactives: at the top dose activity, negative = inhibition, actives largely listed as inhibitors; G9a H3K9 monomethylation, AlphaScreen, 2 h; further: on the % scale 0 is the no-effect control and ±100 the full control effect; nearly all actives have a fitted effect of over 75% in size
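Step 1: enzyme (final 20 nM) with compound, 15 min RT. Step 2: substrate peptide 500 nM and SAM 20 uM, 2 h RT. Step 3: anti-H3K9me1 antibody and AlphaScreen beads, 10 min, then plate read.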
BLM inh = qHTS Assay for Inhibitors of Bloom's syndrome helicase (BLM); recombinant BLM DNA unwinding, fluorescence dequenching; RecQ-like DNA helicase BLM (Homo sapiens), P54132; actives 0.2% (n = 350,000); Potency, µM (top dose mostly 56.1 µM), for inactives: at the top dose activity change, negative = inhibition, hits mostly inhibitors;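 further: plate controls were vehicle for no effect and no enzyme for full effect; nearly all actives have a fitted effect of over 35% in size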
HP1b binding inh = HTS for Inhibitors of HP1-beta Chromodomain Interactions with Methylated Histone Tails. Chromobox protein homolog 1 (Homo sapiens), P83916. AlphaScreen HP1-beta / biotin-H3K9me3 peptide binding. Potency, µM (titrated, usually from 114 µM), for inactives: at the top dose activity change, negative = inhibition, hits mostly inhibitors. actives 0.56% (n = 390,000); further: nearly all actives have a fitted effect of over 70% in size; inactives centre near 23
Target sequence (P83916 whole entry, looked up): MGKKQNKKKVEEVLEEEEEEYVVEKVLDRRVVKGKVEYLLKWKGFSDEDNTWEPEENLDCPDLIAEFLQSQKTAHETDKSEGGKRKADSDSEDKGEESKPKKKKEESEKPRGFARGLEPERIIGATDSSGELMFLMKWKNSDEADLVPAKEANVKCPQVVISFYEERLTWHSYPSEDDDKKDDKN
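HP1-beta protein (50 nM final) preincubated 30 min at room temperature with biotinylated H3(1-18)K9me3 peptide (50 nM) in PBS pH 7.4, 0.01% Tween-20, then compound added for 30 min. AlphaScreen streptavidin donor/nickel chelate acceptor beads (10 ug/mL final), 30 min dark, luminescence read.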
Pin1 inhibitor = qHTS Assay to Find Inhibitors of Pin1 | AID 504891, 2011 | Potency, µM (series often up to 115 µM), for the others: at the highest dose activity, negative = inhibition, usual class: inhibitors | Pin1 FP peptide displacement, HiFluor488, 10 min | actives 0.009% (n = 390,000); active means well fitted inhibition curve with a large enough effect in the polarisation, with a control signal flat, not every such curve was filed as active; inconclusive means small, poorly fitted or top-dose-only effect, or effect the other way, or a change in a side signal; inactive means no such curve, though single readings can be large or run the other way; the % refers to the polarisation; further: on the % scale 0 is the no-effect control and ±100 the full control effect
Target sequence (Q13526 whole entry, looked up): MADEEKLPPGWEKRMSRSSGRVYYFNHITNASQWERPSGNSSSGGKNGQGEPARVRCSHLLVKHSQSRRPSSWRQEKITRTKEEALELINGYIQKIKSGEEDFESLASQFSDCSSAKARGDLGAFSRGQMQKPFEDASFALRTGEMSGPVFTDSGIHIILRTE
JMJD2A Tudor inh = qHTS Assay for Inhibitors of JMJD2A-Tudor Domain; Lysine-specific demethylase 4A (Homo sapiens), O75164; AlphaScreen JMJD2A-Tudor / H3K4me3 peptide binding; Potency, µM (highest dose often 114 µM), inactives show at the top dose activity change, negative = inhibition, hits mostly inhibitors; actives 4.4% (n = 390,000); further: on the % scale 0 is the no-effect control and ±100 the full control effect; nearly all actives have a fitted effect of over 50% in size
Tb PGK inh = qHTS Assay to Find Inhibitors of Phosphoglycerate Kinase. Phosphoglycerate kinase, glycosomal (Trypanosoma brucei brucei), P07378. PGK/GAPDH coupled, Kinase-Glo luminescence, 60 min. Potency, µM (doses to about 57.5 µM), inactives show top-dose activity change, negative = inhibition, actives largely listed as inhibitors. actives 0.043% (n = 380,000). AID 602233, 2012; further: on the % scale 0 is the no-effect control and ±100 the full control effect; nearly all actives have a fitted effect of over 60% in size
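Luminescent ATP detection (Kinase-Glo Plus) follows a 60-minute room-temperature incubation, with wells lacking PGK as controls. Buffer: 100 mM TEA (pH 7.6), 5 mM MgCl2, 0.01% Tween-20. Coupling enzyme GAPDH (100 nM final) supplies unstable 1,3-BPG in-well.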
Pol iota inh = qHTS for Inhibitors of Polymerase Iota. DNA polymerase iota (Homo sapiens), Q9UNA4. Pol iota fluorescent replication assay, 10 min. Potency, µM (top dose mostly 115 µM), for inactives: at the highest dose activity, negative = inhibition, most hits filed as inhibitors. actives 1% (n = 390,000)
Target sequence (Q9UNA4 whole entry, looked up): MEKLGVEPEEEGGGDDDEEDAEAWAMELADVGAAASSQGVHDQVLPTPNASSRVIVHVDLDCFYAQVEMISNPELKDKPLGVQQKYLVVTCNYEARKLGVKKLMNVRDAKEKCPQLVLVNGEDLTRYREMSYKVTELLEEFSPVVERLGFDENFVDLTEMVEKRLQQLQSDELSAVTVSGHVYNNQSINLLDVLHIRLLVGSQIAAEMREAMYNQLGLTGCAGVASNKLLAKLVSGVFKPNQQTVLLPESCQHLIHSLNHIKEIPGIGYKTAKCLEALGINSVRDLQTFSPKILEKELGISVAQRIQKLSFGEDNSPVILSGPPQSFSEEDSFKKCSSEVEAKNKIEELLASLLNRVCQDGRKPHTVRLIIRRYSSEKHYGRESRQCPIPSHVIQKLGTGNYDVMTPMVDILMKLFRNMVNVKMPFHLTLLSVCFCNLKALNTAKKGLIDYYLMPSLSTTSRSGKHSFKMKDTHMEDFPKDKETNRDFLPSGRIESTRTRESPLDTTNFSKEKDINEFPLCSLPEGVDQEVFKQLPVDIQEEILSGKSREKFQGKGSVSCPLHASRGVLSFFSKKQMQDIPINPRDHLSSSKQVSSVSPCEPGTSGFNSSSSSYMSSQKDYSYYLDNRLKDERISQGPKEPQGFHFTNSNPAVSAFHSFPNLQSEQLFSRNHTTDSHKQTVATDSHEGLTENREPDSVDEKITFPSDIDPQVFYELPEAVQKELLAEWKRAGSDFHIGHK
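Pol iota at 10 nM preincubated 15 min with compounds at room temperature; reaction started with fluorescent substrate, 50 nM final. Fluorescence read kinetically at 0 and 10 min; buffer-only wells as negative control.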
GLS inh = qHTS for Inhibitors of Glutaminase (GLS); Potency, µM (top dose mostly 45.5 µM), inactives show at the top dose activity change, negative = inhibition, hits mostly inhibitors; AID 624170, 2012; GLS enzymatic activity, qHTS titration; actives 0.21% (n = 410,000); further: on the % scale 0 is the no-effect control and ±100 the full control effect
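hKGA in 45 mM KH2PO4 pH 8.2, 0.02% Tween-20 with pin-transferred compounds; 1 mM L-glutamine (stock) plus glutamate oxidase/HRP/Amplex Red coupling added. Fluorescence read initially and after 30 min at RT.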
BAZ2B block = qHTS Assay for Inhibitors of BAZ2B | actives 4.4% (n = 360,000) | Potency, µM (top dose mostly 114 µM), inactives show top-dose activity change, negative = inhibition, actives largely listed as inhibitors | AlphaScreen BAZ2B-H3K14Ac peptide displacement | AID 504333, 2011 | Bromodomain adjacent to zinc finger domain protein 2B (Homo sapiens), Q9UIF8; further: on the % scale 0 is the no-effect control and ±100 the full control effect; nearly all actives have a fitted effect of over 60% in size
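Inhibition is scored as reduced AlphaScreen emission. The BAZ2B/b-H3(5-23)K14Ac complex (50 nM each) in PBS pH 7.4, 0.01% Tween-20 meets compound (up to 110 uM) for 30 min at RT before bead addition.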
Starred values were filed as active, the others as inactive; i = inactive; u = inconclusive; x = not tested or not shown; & = joins results of further samples; [ ] = dose if it differs, or a comment. Unless noted, the call rests on the fitted dose curve; in most records, active means well fitted curve in the direction sought with a large enough effect; inconclusive means small, poorly fitted or top-dose-only effect, or another doubt; inactive means no such curve, though single readings can be large; an effect the other way counts as inactive or inconclusive. Potency means the concentration at half of the fitted maximal effect. An excerpt. The share of hits here may be higher or lower than overall.

SMILES	G9a inh	BLM inh	HP1b binding inh	Pin1 inhibitor	JMJD2A Tudor inh	Tb PGK inh	Pol iota inh	GLS inh	BAZ2B block
Cc1cccc(C)c1NC(=O)Cn1c(=O)n(Cc2ccc(C(=O)NCc3ccco3)cc2)c(=O)c2sccc21	u	-27%	31%	39%[activator]	-14%	x	45µM*	-1%	u
CCOC(=O)Cc1nnc(NC(=O)COc2ccc(OC)cc2)s1	17%	-24%	32%[activator]	8%	-25%	9%	-4%	5%	-7%
Cc1[nH]c2ccccc2c1C(c1ccccn1)N1CCC(C(N)=O)CC1 (stereo unspecified)	1.6µM*	-4%	-34%	-8%	u	2%	u	11%	x
COc1ccccc1N1CCN(CC(=O)c2c(C)n(C)c3ccccc23)CC1	u	5%	31%	-14%	-18%[57.1 µM]	-2%	15%	28%	-6%
Cc1ccc(C)c(CSc2nc3ccncc3n2CC(=O)Nc2ccc(N(C)C)cc2)c1	5µM*	-2%	-9%	1%	u	-8%	19%	1%	u
CCc1ccc([C@H]2C(C(=O)O)=C[C@@H](CC)N2S(=O)(=O)c2ccc(C)cc2)cc1	x	x	24%	-2%	-9%	-9%	u	7%	x
CCn1c(SCC(N)=O)nnc1-c1ccc(S(=O)(=O)N2CCN(C)CC2)cc1	-50%[59 µM]	0%	21%	3%	-4%	-4%	5%	0%	0%
CC(C)CCNC(=O)CN(Cc1ccccc1)C(=O)CCC(=O)Nc1ccccn1	19%	-2%	-20%	2%	-3%	0%	17%	-20%	1%
COc1cc(-c2nnco2)cc(OC)c1OC	-16%	-1%	36%	-2%	-7%	i	23%	0%	-4%
CN(C)c1ccc(C(=O)/C=C/c2ccccc2)cc1	2%	-10%	34%	1%	-5%	-9%	-10%	7%	0%
COc1cc(NC(=O)c2ccc3snnc3c2)cc(OC)c1	-7%	-5%	21%	-17%	-18%	-3%	32%[activator]	1%	-1%
O=S(=O)(c1cccc(C(F)(F)F)c1)N1CCC(CO)(CCCc2ccccc2)CC1	66%[activator]	-16%	37%	1%	12%	-6%	7%	0%	-5%
CCOC(=O)c1ccc(N=NN(C)C)cc1	0%[12.7 µM]	-3%	37%	-2%	-11%	-1%	-1%	-2%	-32%
CCN(CC)CCn1c2c(c(SCC(=O)Nc3ccc(F)c(F)c3)nc1=O)CCC2	-37%	x	12%	-1%	-2%	-1%	2%	8%	-7%
Cc1ccc(S(=O)(=O)N(C)c2ccc(OCC(=O)NC3=NCCS3)cc2)cc1	12%	-1%	22%	0%	-15%	-1%	84%[activator]	18%	x
CCOC(=O)C1=C(CN2CCC(C)CC2)NC(=O)NC1c1ccc(Cl)cc1 (stereo unspecified)	5%[12.7 µM]	-13%	-4%	-1%	-29%	x	21%	-4%	1%
CCCOC(=O)c1ccc(Oc2cn[nH]c2-c2ccc(O)cc2O)cc1	x	-9%	7%	u	u	5%	-17%	17%	u
CN1CCN(C2(CNC(=O)c3ccc([N+](=O)[O-])cc3)CCCCC2)CC1	1%[59 µM]	-2%	40%[activator]	7%	-9%	0%	34%[activator]	8%	14%
COc1ccc(NC(=O)CCC(=O)N2CCC(c3ccccc3)=N2)cc1S(=O)(=O)N1CCCCC1	x	x	28%	0%	6%	-2%	3%	0%	x
CCC(=O)NCCN1CCN(C(=O)CC)CC1	16%[59 µM]	-1%	47%[activator]	-16%	7%	-7%	-2%	-12%	6%
Cc1ccc(CC(=O)Nc2cccc(C)n2)cc1	6%[59 µM]	1%	16%	0%	6%	10%	3%[58.9 µM]	3%	1%
O=C(Cn1nnc(-c2ccccc2)n1)NC(=O)NC1CCCC1	14%[59 µM]	x	12%	-11%	-11%	-5%	20%	-1%	8%
Cn1c(=O)oc2cc(S(=O)(=O)NCC3CCCO3)ccc21 (stereo unspecified)	x	x	17%	-4%	-5%	6%	0%	16%	x
O=C(NC(=S)NNC(=O)c1cccs1)c1ccc(Br)o1	-22%[12.7 µM]	-2%	-6%	2%	-31%	-6%	20%	31%[activator]	6%
CCOc1ccc2cc(C(=O)c3ccccc3)c(=O)oc2c1	u	0%	31%	2%	-10%	-6%	5%	-4%	-3%
O=C(CNC(=O)c1ccco1)NNC(=O)c1ccc(Br)cc1	x	x	29%	0%	10%	-1%	11%	12%	x
CCOC(=O)C1(C)C=C(Nc2ccc(OC)cc2)C(=O)N1c1ccccc1 (stereo unspecified)	u	-10%	-1%	2%	-17%	-6%	35%[activator]	-14%	3%
CCn1cc2nc(SCC(=O)Nc3ccc(OC)c(OC)c3)n(Cc3ccc(Cl)cc3)c(=O)c2n1	-1%[59 µM]	-8%	26%	11%	-9%	i	9%	-1%	-11%
CCOC(=O)c1sc(NC(=O)CSc2nc3c(c(=O)n2-c2ccc(C)cc2)SCC3)c(C(=O)OCC)c1C	-33%	-15%	21%	4%	-19%	3%	-1%	-2%	-28%
CC(=O)Nc1cccc(NC(=O)CSc2nccn2C2CCCC2)c1	-20%[59 µM]	2%	40%[activator]	1%	-16%	-5%	22%	-1%	-3%
CN(CC(=O)NCCc1ccc(S(N)(=O)=O)cc1)S(=O)(=O)c1ccc(Br)s1	3%	-3%	40%[activator]	-6%	-3%	-9%	33%	-4%	5%
CN1C(=O)Cc2cc(S(=O)(=O)NCc3c(F)cccc3Cl)ccc21	13%[59 µM]	-1%	-3%	-1%	-11%	1%	3%	0%	0%
Cc1cc2oc(C(=O)NCc3ccc4c(c3)OCO4)c(C)c2cc1C	-23%[12.7 µM]	-2%	-6%	-2%	u	2%	u	-11%	6%
COc1ccc(N2CCN(C(=O)COC(=O)Cc3c(F)cccc3Cl)CC2)cc1	50µM*	x	-13%	-5%	u	i	27%	26%	u
CCn1c(SCC(=O)N/N=C/C=C\c2ccco2)nc2ccccc21	16µM*	u	-11%	u	u	i	u	-1%	45µM*
COc1ccccc1NS(=O)(=O)c1cccc(C(=O)NN=C2CCCC2)c1	1%	-3%	39%	-3%	-2%	-1%	48%[activator]	3%	-12%
CCCc1ccc(OCC(O)CN2CCCC2)cc1 (stereo unspecified)	18%[59 µM]	-3%	24%	0%	-10%	-9%	63%[activator]	3%	-28%
Cc1ccc(CNC(=O)CCCn2c(=O)c3ccccc3n(CC(=O)Nc3ccc(C)cc3)c2=O)cc1	5%[59 µM]	-5%	10%	-5%	-13%	-7%	19%	8%	-2%
COc1ccc(CCNC(=O)C2CC(c3ccc(C(F)(F)F)cc3)=NO2)cc1 (stereo unspecified)	17%[59 µM]	-5%	44%[activator]	8%	-14%	12%	2%	-1%	5%
Cc1ccc(N2CCN(S(=O)(=O)c3ccc(-n4cnnn4)cc3)CC2)c(C)c1	-8%	-2%&2%	23%&51%	0%&-5%	-12%&1%	-6%&-3%	1%&1%	-10%&-3%	-11%&5%
Cc1ccc(Nc2ncnc3nc[nH]c23)cc1Cl	-22%	-3%	30%	u	-19%	-6%	u	-5%	0%
N/C(CC(=O)Nc1ccc(F)cc1F)=N\OC(=O)c1cccs1	x	-2%	29%	0%	-10%	5%	-4%	3%	1%
CN=C(Cc1ccccc1)C1=C(O)CC(C)(C)CC1=O	1%	-4%	20%	-1%	-9%	3%	63%[activator]	-1%	13%
CCCCC[C@@H]1C=C(C(=O)O)[C@H](c2cccc(C)c2)N1S(=O)(=O)c1ccc(C)cc1	x	x	21%	2%	-15%	-2%	-8%	14%	x
CCN(CC)C(=O)[C@H]1C[C@H](CC(=O)NCc2ccco2)C(=O)N2CCc3c([nH]c4cc(CCC(=O)N(C)C)ccc34)[C@]12C	x	x	29%	-2%	-14%	-1%	19%	-4%	x
CCn1c(SCC(=O)N2CCc3ccccc32)nnc1-c1ccco1	u	-6%	25%	5%	-8%	-7%	7%	-16%	-9%
Cc1nn(-c2ccccc2)c(C)c1C(=O)Oc1ccccc1	167%[activator]	-4%	73%[activator]	1%	32%	i	110%[activator]	52%[activator]	-8%
Cc1nnc(NC(=O)C2CCCCC2)s1	-24%[12.7 µM]	0%	23%	-3%	1%	-13%	9%	-3%	-1%
CS(=O)(=O)N(CC(=O)NCC1CCCO1)c1ccc(F)c(Cl)c1 (stereo unspecified)	7%[12.7 µM]	1%	31%[activator]	-10%	14%	-2%	10%	3%	-1%
Cc1cccc(NC(=O)CN2C(=O)NC3(CCCCCCC3)C2=O)c1C	x	x	15%	-1%	-14%	-7%	162%[activator]	-3%	x
COc1ccc(CNC(=O)CC23CC4CC(CC(C4)C2)C3)cc1OC	5%	2%	6%	-12%	-15%	i	4%	0%	3%
NC(=O)C1CCN(CCS(=O)(=O)c2ccc(Cl)cc2)CC1	x	-5%	32%	-8%	-11%	-12%	10%	-1%	-1%
Oc1c(Br)cc(/C=N/n2c(-c3ccccc3)n[nH]c2=S)c(O)c1Br	0.4µM*	-5%	-16%	-18%	4µM*	-14%	u	0%	-27%
Cc1ccc(OCC(=O)NCCNC(=O)c2cccnc2)cc1C	16%	-4%	23%	-3%	8%	-11%	1%	-12%	0%

Single records, from the list above. Order of screens: G9a inh | BLM inh | HP1b binding inh | Pin1 inhibitor | JMJD2A Tudor inh | Tb PGK inh | Pol iota inh | GLS inh | BAZ2B block
Shown for CCN(CC)C(=O)[C@H]1C[C@H](CC(=O)NCc2ccco2)C(=O)N2CCc3c([nH]c4cc(CCC(=O)N(C)C)ccc34)[C@]12C : x | x | 29% | -2% | -14% | -1% | 19% | -4% | x
Shown for CCn1c(SCC(=O)N/N=C/C=C\c2ccco2)nc2ccccc21 : 16µM* | u | -11% | u | u | i | u | -1% | 45µM*
